SDO1 yeast rescue = growth rescue of sdo1-depleted yeast, primary screen, S. cerevisiae, bone marrow failure model; S. cerevisiae sdo1-depleted JHY4D growth rescue, OD600 30 h; hits give high values; pdr5 snq2 efflux-pump mutant strain; z-score at 10 µM; 0.21% of 140,000 active;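 active = z-score above 3 at both the 24 hr and the 30 hr optical density reads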;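 also: z-score against mean and SD of all compound wells on the same plate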
Insulin prom inh = inhibitors of insulin promoter-driven GFP, primary screen, imaging, TRM-6 cells (human fetal islet line), eGFP reporter, cell count | 0.9% of 130,000 active | inhibition, % at 2 µM | reporter expression induced with tamoxifen;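 active = inhibition above the mean plus 3 SD, with well images judged a real hit on visual review, cut at about 60% in these data, passing the limit was not always enough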
SDO1 yeast rescue Rescue 24 h = also measured in SDO1 yeast rescue; calls as there; z-score; S. cerevisiae sdo1-depleted JHY4D growth rescue, OD600; measured here: growth rescue at 24 h;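 0 is the plate mean of compound wells and units are plate SD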
* hit, by the source's call; nt = not tested or not shown.

SMILES	SDO1 yeast rescue	SDO1 yeast rescue Rescue 24 h	Insulin prom inh
CC(C)(C)c1ccc2c(c1)C(=O)c1ccccc1C2=O	-0.38	-0.47	nt
Cc1cc(-c2nc3ncccc3o2)ccc1NC(=O)CC(C)C	-0.21	-0.74	nt
CCOC(=O)C1CCC2(CC1)C(C#N)=C(N)Oc1n[nH]c(C)c12 (configuration not stated)	1.7	2	12
Cc1nnc(NC(=O)CSc2nc3ccccc3o2)s1	0.79	2.3	-19
Cc1ccc(Oc2ccc(Cl)cc2NC(=O)c2ccc(F)cc2F)cc1	1.5	1.8	-22
Cc1cc(=O)[nH]c(N2CCCC2)n1	1.3	0.7	18
COc1cccc(NC(=O)C(OC(=O)c2ccc([N+](=O)[O-])o2)c2ccccc2)c1 (configuration not stated)	-1.1	-0.17	3
COc1ccccc1-n1nc(C)c(-c2ccccc2)c1N	nt	nt	-13
CC(C)(C)NC(=O)COC(=O)c1cc(F)c(F)cc1Cl	-0.27	-1.3	-38
Brc1cccc(/C=N\n2cnnc2)c1	1.1	1.3	-24
N#Cc1ccccc1/C=N/Nc1nc(-c2ccccc2)c2cc(Br)ccc2n1	-1	0.88	17
CC(=O)c1cccc(NC(=O)c2cc(-c3ccc(F)cc3)on2)c1	-1.8	-1.4	nt
O=C(N/C(=C/c1cccs1)C(=O)N1CCOCC1)c1ccccc1	nt	nt	-7
S=c1[nH]nc(-c2ccco2)n1/N=C/c1ccc(Cl)cc1	-0.77	-0.61	nt
CCN(C(=O)CSc1nnc(Nc2ccccc2)s1)C1CCS(=O)(=O)C1 (configuration not stated)	nt	nt	-6
O=S(=O)(Nc1nc2ccccc2nc1NCc1ccco1)c1cccs1	5.2	1.7	13
Cc1c(-c2ccccc2)sc(Br)c1C(=O)N1CCOCC1	-1.2	-1.1	-69
COc1ccc(C(CC(=O)O)NC(=O)COc2cc(C)ccc2C)cc1OC (configuration not stated)	nt	nt	25
FC(F)(F)c1cc(N2CCOCC2)nc(-c2ccccc2)n1	-1.5	-2.1	nt
Nc1ccc(O)c2c(=O)cc(-c3ccccc3Cl)oc12	-0.78	-0.34	30
COC(=O)C1=NN[C@H](C(=O)OC(C)(C)C)[C@H]1c1ccccc1	-1.1	-1.1	-29
O=C(Nc1ccc2oc(-c3ccccc3)nc2c1)c1cc(-n2cnnc2)ccc1Cl	nt	nt	35
Cc1cc(N(C)C)ccc1[N+](=O)[O-]	-0.03	-0.94	8
S=C(NCCCc1ccccc1)Nc1ccccc1Cl	-0.51	0.4	39
CCOc1ccc(-n2c(SCc3nc(-c4ccc(C)cc4)no3)nnc2-c2ccncc2)cc1	-1.4	-0.66	33
COc1ccc(OC)c(NC(=O)COc2ccc(S(=O)(=O)NC(C)C)cc2)c1	-0.58	-0.65	31
O=C1CC(=O)N2N=C(c3ccc([N+](=O)[O-])cc3)SC2=N1	0.65	0.46	-46
CCCOC(=O)c1ccc(NC(=O)C2CCCO2)cc1 (configuration not stated)	-0.03	-0.06	21
CCOC(=O)c1ccc(-n2[nH]c(-c3ccccc3)cc2=O)cc1	-0.75	-0.67	57
O=C(Oc1ccccc1)N1CCN(c2ccc(F)cc2)CC1	-0.07	0.69	42
Clc1ccc(COc2ccccn2)cc1Cl	-0.32	-1.1	21
Cc1ccc(NCc2nnc(SCCN3CCCCC3)n2CC2CCCO2)cc1Cl (configuration not stated)	-0.39	-0.33	29
O=C(NC(C(=O)N/N=C/c1cccc2ccccc12)c1n[nH]c(=O)c2ccccc12)c1ccccc1 (configuration not stated)	1.7	0.37	5
CC(C(=O)Nc1ccc2c(c1)OCCO2)N1CCN(C(=O)c2ccco2)CC1 (configuration not stated)	1.1	1.3	25
COC(=O)c1ccc(NC(=S)NC2CCCCC2C)cc1 (configuration not stated)	-1	-0.23	0
COc1ccc(NC(=O)CSc2ccccn2)cc1	0.71	0.32	-33
COc1ccc2c(c1)CCc1c(C(=O)N3CCc4ccccc4C3)noc1-2	-2.5	-1.8	nt
CCCNC(=O)c1cc(-c2ccc(Br)cc2)on1	-0.21	-0.08	nt
O=C(N/C(=C\c1cccc([N+](=O)[O-])c1)C(=O)N1CCCCC1)c1cccs1	0.83	1.1	41
Cc1nn(-c2ccccc2)c(C)c1/C=N/O	-0.07	-0.46	32
Cc1ccc(N(CC(=O)N2CC(=O)Nc3ccccc32)S(=O)(=O)c2ccc3c(c2)OCCO3)cc1	-0.12	-0.06	48
Cn1nc(C(C)(C)C)c([N+](=O)[O-])c1C(=O)NCCO	0.74	0.75	-29
Cc1oc(-c2ccccc2)cc1C(=O)Nc1ccc(N(C)C)cc1	-1.4	-1.4	5
Cc1ccc(S(=O)(=O)N2CCCCC2)cc1NC(=O)C1CC(=O)N(Cc2ccccc2)C1 (configuration not stated)	0.45	0.14	-3
COC(=O)c1ccc(CSc2nnc(-c3c[nH]c4ccccc34)n2C)o1	1.6	1.5	nt
O=C(COC(=O)c1ccc2c(c1)C(=O)N(c1cccc3ncccc13)C2=O)c1ccc(Cl)cc1	2.1	2.6	-16
O=c1c2[nH]c3ccccc3c2ncn1Cc1ccco1	0.44	-0.05	32
COc1ccccc1OCC(=O)Nc1cccc(-c2nc3ccccc3o2)c1	-0.79	0.47	-8
O=C(Cc1cccs1)N(c1ccc(Cl)cc1)C1C=CS(=O)(=O)C1 (configuration not stated)	-0.79	-0.31	-50
Cc1ccc(-c2nc3ncccc3o2)cc1NC(=O)c1ccco1	nt	nt	31
Cc1ccccc1NC(=O)CN1CCC(NC(=O)Nc2ccccc2)CC1	0.8	0.76	-22
N#Cc1ccsc1NC(=O)CN(Cc1ccccc1)Cc1ccccc1	0.05	-0.15	12
O=C1COc2ccc(C(=O)COC(=O)C3CCN(S(=O)(=O)c4cccs4)CC3)cc2N1	0.15	0.55	nt
CC1=C(c2ccc(Cl)cc2)[N+](=O)C(C)(C)N1[O-]	0.53	0.4	-14
Cc1cc(N=Cc2c(O)n(-c3ccc4c(c3)OCO4)c(=O)c3ccccc23)ccn1	-1.7	0.59	nt
CCOC(=O)CSc1nc2sc(C)c(C)c2c(=O)n1C	-1.1	0.39	-50
COc1cc(C2N(c3ccccc3)CCN2c2ccccc2)ccc1OC(C)=O	-0.7	-1.1	nt
CCOC(=O)C1=C(CN2CCCCC2)NC(=O)NC1c1cc(C)ccc1C (configuration not stated)	0.45	0.2	23
COC(=O)[C@@]1(Cc2ccc(OC)cc2)[C@H]2c3cc(C(=O)N(C)C)n(CCc4ccc(OC)c(Br)c4)c3C[C@H]2CN1C(=O)c1ccccc1	-0.62	-0.81	5
Nc1cccc(S(=O)(=O)c2cccc(N)c2)c1	0.48	0.14	3
Carrying on.
SMILES	SDO1 yeast rescue	SDO1 yeast rescue Rescue 24 h	Insulin prom inh
CCN(Cc1cc(=O)n2ccsc2n1)c1cccc2ccccc12	-0.86	-0.89	nt
Cc1ccc(NC(=O)C2(N(CC(C)C)C(=O)Cn3nnnc3N)CCCCC2)cc1	0.35	-0.24	nt
O=C(NCc1ccccn1)C1CC(c2ccc(F)cc2)=NO1 (configuration not stated)	0.63	0.61	nt
CSc1cccc(NC(=O)C2CCN(S(C)(=O)=O)CC2)c1	1.4	1.3	-19
COC(=O)CC1C(=O)NCCN1C(=S)NC(=O)c1ccccc1[N+](=O)[O-] (configuration not stated)	0.71	-0.08	nt
COc1ccc(CCNC(=O)Cn2cc(C(F)(F)F)cc(Cl)c2=O)cc1OC	0.88	0.04	28
COc1cc(C(=O)NCc2nnc(SCC(=O)Nc3cccc(C)c3)o2)cc(OC)c1OC	0.25	0.62	65
O=C(NN1C(=O)c2ccccc2NC1c1ccco1)c1ccc([N+](=O)[O-])cc1 (configuration not stated)	nt	nt	-25
COc1ccc(CNC(=O)c2cnn3c(C(F)F)cc(C)nc23)cc1OC	-0.53	-0.65	nt
COc1cccc(/C=N/n2nnnc2N)c1OCc1ccccc1Cl	-0.16	1.4	59
O=C(OCCOc1ccc(Br)cc1)c1cnccn1	0.4	-0.74	21
O=C(CN1C(=O)CSc2ccccc21)Nc1ccc2c(c1)OCCO2	-0.59	-0.81	0
COc1ccc(Cc2nnc(N)s2)cc1	1.6	0.63	-29
CCOc1cccc(/C(O)=C2/C(=O)C(=O)N(Cc3cccnc3)C2c2ccco2)c1 (configuration not stated)	1.2	0.97	-21
COCCNC(=O)CN(Cc1cccs1)C(=O)CCC(=O)Nc1nccs1	nt	nt	38
CS(=O)(=O)N(CC(=O)NCc1ccc2c(c1)OCO2)Cc1ccc(Cl)cc1	0.09	-0.16	-44
CCSc1nnc(C)n1-c1ccc(C(=O)O)cc1	0.3	0.08	-28
COC(=O)CCN(c1ccccc1)S(=O)(=O)c1ccc(OC)cc1	-0.32	-0.56	-10
COc1ccccc1NC(=O)CN1CCN(S(=O)(=O)c2ccc(Br)cc2)CC1	-0.19	-0.23	27
Cc1ccc(C)c(NC(=O)COc2cccc3c2CCN(Cc2ccccc2C)C3=O)c1	0.38	1.1	nt
CCOC(=O)C1(c2csc(N)n2)COC(=O)C1 (configuration not stated)	0.32	0.28	11
CC(C)OCCCNC(=O)c1ccc(N(C)S(C)(=O)=O)cc1	0.75	0.92	19
Cc1nc2ccc(C(=O)O)cc2c2c1CC(C)S2 (configuration not stated)	0.78	-0.23	59
O=C(CC1=NCCNC(c2ccccc2)C1)c1ccccc1O (configuration not stated)	-1	-0.46	nt
Cn1c(-c2ccc3c(c2)OCO3)cnc1N	1.6	2	nt
COc1ccc(CNC(=O)COc2ccc(C)nc2[N+](=O)[O-])cc1	nt	nt	-50
COC(=O)CC1C(=O)NCCN1C(=S)NC(=O)c1sc2ccccc2c1Cl (configuration not stated)	nt	nt	-33
Cc1nn(C)c(C)c1CNC(=O)c1cc2n(n1)C(C(F)(F)F)CC(c1cccs1)N2 (configuration not stated)	1.3	1	-279
CCOC(=O)c1sc(=S)n(-c2ccc(C)cc2)c1SC	-0.64	-0.19	-26
O=C(Nc1ccccc1)OCC1CCCN2CCCCC12 (configuration not stated)	1.8	1.2	3
COC(=O)Nc1ccc(S(=O)(=O)N2CCCc3ccccc32)cc1	-1.2	-1.3	nt
Cc1scc(-c2n[nH]c(=S)n2C(C)c2ccccc2)c1C (configuration not stated)	-1.9	-1.6	11
COc1ccccc1/C=C\C=N\n1c(-c2ccc(Cl)cc2)n[nH]c1=S	-1.4	-0.16	33
CC(C)NS(=O)(=O)c1ccc2c(c1)NCC2	0.55	0.33	8
CCOC(=O)C1CCN(C(=O)Nc2ccc3nccnc3c2)CC1	-0.92	-1.3	-121
NC(=O)c1ccc(-n2nnnc2SCC(=O)Nc2ccc(N3CCOCC3)c(Cl)c2)cc1	0.63	1	16
Cc1c(O)cc2n(c1=O)-c1ccc(Cl)cc1C2(C)C	-0.33	0.03	-44
S=C1CCSc2ccc(Cl)cc2N1	1.2	0.35	-49
COc1ccc(CNC(=O)CSc2nnc(C(F)(F)F)n2C)cc1	nt	nt	0
COc1ccc(C2C3=C(CC(C)(C)CC3=O)Oc3ncn(Cc4ccco4)c(=N)c32)cc1 (configuration not stated)	-1.5	-0.89	0
COc1ccc(-c2ccc(-c3noc(-c4ccco4)n3)c(OC)n2)cc1	0.28	1.9	-19
O=C(CC(c1ccccc1)c1ccccc1)OCn1nnc2ccccc2c1=O	-2.1	-1.1	43
O=C(COC(=O)C1=COCCO1)Nc1ccc(OC(F)F)cc1	nt	nt	50
Cc1ccsc1/C=C(/C#N)C(=O)NCc1ccccc1	-0.26	-0.04	nt
COC(=O)CNC(=O)c1cccc(F)c1	-0.47	-1.1	-11
CC1Cc2nc(SCC(=O)Nc3ccccc3F)n(C)c(=O)c2S1 (configuration not stated)	-1.8	-1.3	-45
Cc1cccc(NCc2nnc(-c3ccccc3)o2)c1C	nt	nt	-22

Sorted by length of the SMILES (rising): 17 of the compounds above
SMILES	SDO1 yeast rescue	SDO1 yeast rescue Rescue 24 h	Insulin prom inh
S=C1CCSc2ccc(Cl)cc2N1	1.2	0.35	-49
COC(=O)CNC(=O)c1cccc(F)c1	-0.47	-1.1	-11
O=C(Nc1ccccc1)OCC1CCCN2CCCCC12 (configuration not stated)	1.8	1.2	3
Cc1cccc(NCc2nnc(-c3ccccc3)o2)c1C	nt	nt	-22
Cc1ccsc1/C=C(/C#N)C(=O)NCc1ccccc1	-0.26	-0.04	nt
CCOC(=O)c1sc(=S)n(-c2ccc(C)cc2)c1SC	-0.64	-0.19	-26
Cc1c(O)cc2n(c1=O)-c1ccc(Cl)cc1C2(C)C	-0.33	0.03	-44
Cc1scc(-c2n[nH]c(=S)n2C(C)c2ccccc2)c1C (configuration not stated)	-1.9	-1.6	11
COc1ccc(CNC(=O)CSc2nnc(C(F)(F)F)n2C)cc1	nt	nt	0
CC1Cc2nc(SCC(=O)Nc3ccccc3F)n(C)c(=O)c2S1 (configuration not stated)	-1.8	-1.3	-45
COC(=O)Nc1ccc(S(=O)(=O)N2CCCc3ccccc32)cc1	-1.2	-1.3	nt
O=C(CC(c1ccccc1)c1ccccc1)OCn1nnc2ccccc2c1=O	-2.1	-1.1	43
COc1ccc(-c2ccc(-c3noc(-c4ccco4)n3)c(OC)n2)cc1	0.28	1.9	-19
COc1ccccc1/C=C\C=N\n1c(-c2ccc(Cl)cc2)n[nH]c1=S	-1.4	-0.16	33
NC(=O)c1ccc(-n2nnnc2SCC(=O)Nc2ccc(N3CCOCC3)c(Cl)c2)cc1	0.63	1	16
Cc1nn(C)c(C)c1CNC(=O)c1cc2n(n1)C(C(F)(F)F)CC(c1cccs1)N2 (configuration not stated)	1.3	1	-279
COc1ccc(C2C3=C(CC(C)(C)CC3=O)Oc3ncn(Cc4ccco4)c(=N)c32)cc1 (configuration not stated)	-1.5	-0.89	0

Source: PubChem BioAssay

This is a subset. The share of hits here may be higher or lower than overall.
